Screening results deposited in PubChem by NCI.
Growth percent in the NCI-60 one-dose screen (48 h, 10 µM unless noted): 100 = growth as untreated, 0 = no growth, -100 = all killed.
HL-60(TB) = HL-60(TB) leukemia cells | AID 1794776 | 78,000 tested, 9% active; active means growth percent below 10
* = called active by the depositor; & = joins results of further samples; [ ] = remark or other dose. Not all compounds are listed, so the mix of outcomes need not match the whole.

SMILES	HL-60(TB)
CCOc1ccccc1CNCC(=O)N(CC(=O)N(CC(N)=O)Cc1ccccc1C)Cc1ccc(C(C)(C)C)cc1	70
COc1cc2c(OCCN3CCOCC3)nc3c4cc5c(cc4ccc3c2cc1OC)OCO5	75
Cn1cnc([N+](=O)[O-])c1Sc1nc(N)nc2nc[nH]c12	60
Cc1ccccc1N1CCN(C(C)C#N)CC1 (configuration not stated)	104
CC1CCC2(CC1)SCC(=O)N2NC(=O)Cc1ccccc1Nc1c(Cl)cccc1Cl (configuration not stated)	106
COc1ccc(CNC(=O)C2CCN(c3nc(C(F)(F)F)ccc3C#N)CC2)cc1	100
COc1ccc(C(=O)/C=C/c2ccccc2)cc1	91
CC(C)(C)OC(=O)N1C/C(=C\c2ccc(F)cc2)C(=O)/C(=C/c2ccc(F)cc2)C1	-6.8*
C=Cc1ccc(-n2nc(C(=O)N3CCCCC3)c3c2CCC(NCCc2ccccc2)C3)cc1 (configuration not stated)	78
Cc1cnc(Cl)nc1N1c2ccncc2Sc2ccncc21	98
Cc1cc2c(c(C)c1Cl)C(=O)/C(=C/c1ccccc1Cl)O2	101
O=C(CC(=O)C(F)(F)C(F)(F)C(F)(F)F)c1csc2ccccc12	107
O=C(COCC(=O)N/N=C/c1ccc(Cl)cc1)N/N=C/c1ccc(Cl)cc1	116
O=C(Nc1ccc(N2CCNCC2)cn1)c1[nH]ncc1Nc1ncnc2sccc12	77
Cc1nn(-c2ccccc2)c(-n2ccnc2)c1/C=N/Nc1nc(-c2ccc(Cl)c(Cl)c2)cs1	77
CCOC(=O)c1ccc(NC2=CC(=O)C(C)=C(C)C2=O)cc1	53
CN1COc2ccc3ccccc3c2C1	93
COc1ccc2c(c1)C(=Nc1cc(OC)c(OC)c(OC)c1)C(=O)N2	96
N/C(=N\c1nc2ccc([N+](=O)[O-])cc2s1)C(Cl)(Cl)Cl	21
CS(=O)(=O)Oc1ccccn1	97
COc1ccc(C(=O)c2cc(F)c(F)c(OC)c2F)c(OC(=O)C(Cl)Cl)c1OC(=O)C(Cl)Cl	63
COC(=O)CNP(=O)(NCC(=O)OC)N(CCCl)CCCl	81
CCSc1nnc2c3c4c(sc3nc(-c3cccnc3)n12)CCCCCC4	102
O=C(Oc1ccccc1)C(Br)C(Br)c1ccccc1 (configuration not stated)	2.7*
Cc1ccc2oc(=O)cc(C3C4=C(CCCC4=O)OC3c3cc(=O)oc4ccc(Cl)cc34)c2c1 (configuration not stated)	96
COc1cccc(Cn2c(C)c3c(=O)n(-c4ccc(Cl)cc4)[nH]c3cc2=O)c1	101
O=C1CC(Cc2coc(-c3ccc(Cl)cc3)n2)C(=O)N1c1ccccc1 (configuration not stated)	103
Nc1nc(N)c(N=Nc2ccc(S(=O)(=O)Nc3nccs3)cc2)cc1N=Nc1ccccc1	79
O=C(CCn1cc[n+](CC(=O)c2ccc(C(F)(F)F)cc2)c1)Nc1cccc2cccnc12	57
CN(C)CCCNC(=O)c1ncc(-c2ccc(C(F)(F)F)cc2)c(NC2CCCCCC2)n1	77

Single values from the results shown:
Cc1ccccc1N1CCN(C(C)C#N)CC1 (configuration not stated) in HL-60(TB) shows 104
CS(=O)(=O)Oc1ccccn1 in HL-60(TB) shows 97

Further structures:
SMILES	HL-60(TB)
[2H]C([2H])([2H])Oc1cc(F)ccc1/C=C/C(=O)/C=C(O)/C=C/c1ccc(F)cc1OC([2H])([2H])[2H]	95
CCCn1c(=O)[nH]c2c(c1=O)C(c1ccc(F)cc1)c1c([nH]c(=O)n(CCC)c1=O)N2	101
COc1ccc(OC)c(-c2nc(SCC(=O)c3ccc(Br)cc3)nc(Nc3ccc(S(N)(=O)=O)cc3)c2C#N)c1	26
Cc1coc(NS(=O)(=O)c2ccc(N=Nc3c(N)nc(N)[nH]c3=O)cc2)c1C	99
O=C1[C@H]2Cc3c([nH]c4ccccc34)[C@@H](c3c(Cl)cccc3Cl)N2C(=O)CN1C1CCN(Cc2c(F)cccc2F)CC1	68
O=C1N[C@@H](Cc2c[nH]c3ccccc23)C(=O)N(Cc2ccco2)[C@H]1Cc1ccccc1	76
CC(=O)N1N=C(c2ccc(Br)cc2)CC1c1cn(-c2ccccc2)nc1-c1ccc(Cl)cc1 (configuration not stated)	125
Cc1cnc2c(=O)[nH]c(N)nc2n1	109
OCCNc1c(Cl)c(Cl)c(Cl)c(Cl)c1Cl	79
COc1cc2c(c(OC)c1OC)C(=O)CO2	99
CCCn1cc(/C=N\N=C2\C(=O)Nc3ccc(OC(F)(F)F)cc32)c2ccccc21	88
CCc1cccc(CC)c1NC(=S)NN	100
N#CCCNCC(=O)O	103
COc1cccc(-c2nc3occn3c2-c2ccnc(NCCNS(=O)(=O)c3ccc(Br)cc3)n2)c1	112
Cn1ccc2cc(NC(=O)c3cccnc3)ccc21	97
CCCCNC(=O)c1cccc(C2CCCCC2)c1O	96
O=C(CSc1nnc(-c2c[nH]c3ccccc23)o1)Nc1cc([N+](=O)[O-])ccc1F	80
Cc1cc([N+](=O)[O-])ccc1Nc1ccc(C(=O)Nc2nc(C(=O)N3CCN(C(c4ccccc4)c4ccccc4)CC3)cs2)cc1[N+](=O)[O-]	95
CCCCS(=O)(=O)OCc1cc(=O)c(O)co1	97
COc1ccc(Cc2ccc(O)cc2)cc1	94

Continued; the last 6 above are carried over.
SMILES	HL-60(TB)
Cn1ccc2cc(NC(=O)c3cccnc3)ccc21	97
CCCCNC(=O)c1cccc(C2CCCCC2)c1O	96
O=C(CSc1nnc(-c2c[nH]c3ccccc23)o1)Nc1cc([N+](=O)[O-])ccc1F	80
Cc1cc([N+](=O)[O-])ccc1Nc1ccc(C(=O)Nc2nc(C(=O)N3CCN(C(c4ccccc4)c4ccccc4)CC3)cs2)cc1[N+](=O)[O-]	95
CCCCS(=O)(=O)OCc1cc(=O)c(O)co1	97
COc1ccc(Cc2ccc(O)cc2)cc1	94
Nc1ccc(NC(=O)c2ccc(C(=O)Nc3ccc(N)cc3)cc2)cc1	96
CCOP(=O)(CCCCN1C(=O)c2ccccc2C1=O)OCC	109
CCCCn1c(=O)c2c(nc(NCCc3ccc(O)c(O)c3)n2CCC)n(CCCC)c1=O	60
COc1cccc(C2C3=C(COC3=O)N(CCO)c3cc4c(cc32)OCO4)c1 (configuration not stated)	-2.7*
CCSc1nnc(-c2cnn3c2NC(c2ccccc2)C3)n1-c1ccccc1F (configuration not stated)	102
Cn1nnnc1SCC1=C(C(=O)O)N2C(=O)C(NC(=O)C(O)c3ccccc3)C2SC1 (configuration not stated)	121
COc1ccc(C2=NN(C(=O)c3ccc(S(N)(=O)=O)cc3)C(c3ccc(OC)cc3)C2)cc1 (configuration not stated)	80
Cc1cc2nc3c4ccccc4n(CCCN(C)C)c3nc2cc1C	-40*
Clc1ccc(-c2cn3nc(-c4ccccc4)nc3s2)cc1	85
Brc1cc(Br)c(OCC2CO2)c(Br)c1 (configuration not stated)	119
O=C1CCC(C(=O)NNc2ccc([N+](=O)[O-])cc2)N1 (configuration not stated)	78
N#CCCN(CCC#N)P(=O)(N(CCC#N)CCC#N)N(CCC#N)CCC#N	98
O=[N+]([O-])c1ccc2cnn(CSP(=S)(c3ccccc3)c3ccccc3)c2c1	35
O=C1c2nccnc2C(=O)N1CCc1ccccn1	102
CC(=O)N1N=C(c2ccc3ccccc3c2O)OC1c1ccc(Cl)cc1 (configuration not stated)	98
CCOC(=O)Oc1ccc([N+](=O)[O-])c(C=O)c1	84
CN1CCCCC1CCN1c2ccccc2Sc2ccc(Cl)cc21 (configuration not stated)	42
Nc1c(C(=O)Nc2ccccc2F)sc2nc3c(cc12)CCCC3	16
CCCCC(=O)N1CCCC(C)C1 (configuration not stated)	102
Cc1[nH]c2ccccc2c1CCNC(=O)c1ccc(-c2nn[nH]n2)cc1	100
CC/C(=C(\c1ccc(OCCN2CCCCCCC2)cc1)c1ccc(OC(=O)c2ccccc2)cc1)c1ccc(Cl)cc1	87
O=C(/C=C/c1ccc2nc(-c3cc(F)cc(F)c3)sc2c1)c1cc(F)cc(F)c1	110
C/C(=N\NC(=O)Cn1c(-c2ccc(S(C)(=O)=O)cc2)nc2ccccc21)c1ccccc1	122
CCOc1cc(S(=O)(=O)O)cc2cc(S(=O)(=O)O)cc(O)c12	105
C=C(C)[C@@H]1CC[C@]2(C)[C@H](CC=C3[C@@H]4C[C@@](C)(CO)CC[C@]4(C)CC[C@]32C)[C@@]1(C)CCCN	82
CCc1nc2ccccc2[nH]1	105
Fc1ccc(C2CC(c3cccc(Nc4ccncc4)c3)=NN2c2ccccc2)cc1 (configuration not stated)	-19*
Cc1ccc(C(=O)N=c2n(-c3ccc(C)cc3)nc3n2CCN3C2=NCCN2C(=O)c2ccc(C)cc2)cc1	63
O=C(N[C@H]1C(O)[C@H](O)C(CO)O[C@H]1O)NS(=O)(=O)c1ccccc1Cl (some centres not stated)	105
S=C(N/N=C/c1ccc(I)cc1)NC12CC3CC(CC(C3)C1)C2	95

Fetched by compound from the entries so far:
SMILES	HL-60(TB)
O=C1[C@H]2Cc3c([nH]c4ccccc34)[C@@H](c3c(Cl)cccc3Cl)N2C(=O)CN1C1CCN(Cc2c(F)cccc2F)CC1	68
S=C(N/N=C/c1ccc(I)cc1)NC12CC3CC(CC(C3)C1)C2	95
[2H]C([2H])([2H])Oc1cc(F)ccc1/C=C/C(=O)/C=C(O)/C=C/c1ccc(F)cc1OC([2H])([2H])[2H]	95
CC(C)(C)OC(=O)N1C/C(=C\c2ccc(F)cc2)C(=O)/C(=C/c2ccc(F)cc2)C1	-6.8*
COc1cccc(-c2nc3occn3c2-c2ccnc(NCCNS(=O)(=O)c3ccc(Br)cc3)n2)c1	112
COc1ccc(C(=O)/C=C/c2ccccc2)cc1	91

The list continues.
SMILES	HL-60(TB)
c1ccc(C(c2ccccc2)C(c2ccccc2)c2ccccc2)cc1	101
Clc1ccccc1C=NCCN=Cc1ccccc1Cl	106
CCOC(=O)CC1CSC(c2ccc(C(F)(F)F)cc2)=N1 (configuration not stated)	99
O=[N+]([O-])c1ccc(-c2cn(-c3ccccc3)c(-c3ccccc3)n2)cc1	87
C1CCC(NCCNC2CCCCC2)CC1	100
c1ccc(-c2nc(N3CCNCC3)c3nc(-c4ccccc4)oc3n2)cc1	-50*
CCc1nc2cc(C)c(C)cc2[nH]1	90
CC(=O)c1cc2c(N)c(C(=O)Nc3cccc(F)c3C)sc2nc1C	57
COc1ccc(-c2nnc(COc3ccc(C(=O)/C=C/c4ccco4)cc3)o2)cc1	80
COc1ccc(-c2csc(NC(=O)CSc3nc(-c4ccc(Cl)cc4)c(C#N)c(=O)[nH]3)n2)cc1	99
O=C1CC(c2ccccc2)=NO1	93
CCCCOc1nc2ccc(Cl)cc2cc1/C=C/c1cc(/C=C/c2cc3cc(Cl)ccc3nc2OCCCC)n(-c2ccccc2)n1	91
O=C1Nc2ccccc2/C1=N/N=C/c1ccco1	77
CC(C)C/C(=N\NC(=O)c1ccncc1)c1cc(Cl)ccc1O	-32*
CCOC(=O)c1c(C)nc2[nH]n(-c3ccccc3)c(=O)c2c1-c1ccc(O)cc1	105
CC1(C)CC[C@]2(C(=O)N3CCCN(CC#N)CC3)CC[C@]3(C)C(=CC[C@@H]4[C@@]5(C)CC[C@H](O)C(C)(C)[C@@H]5CC[C@]43C)[C@H]2C1	-16*
COc1c(Cl)cc(Cl)c2ccc(C=C3C(=O)NC(=S)NC3=O)nc12	102
O=C(O)C1C2C=CC(C2)C1C(=O)O (configuration not stated)	104&26
C=C1C(=O)O[C@H]2[C@H]1CC/C(CNC(=O)Cc1c[nH]c3ccccc13)=C\CC[C@@]1(C)O[C@@H]21	-52*
O=c1cc(-c2ccccc2)oc2c1CCCC2	84
COc1cc2cc(Oc3ccc(NC(=O)c4cc(Cl)cc(Cl)c4)cc3)c(C)nc2cc1OC	81
Cc1ccc(-c2nc(NS(=O)(=O)c3ccccc3)nc(Nc3ccccc3)c2C#N)cc1	82
N#CC1=C(c2cccs2)Nc2c(c(-c3ccccc3)nn2-c2ccccc2)C12C(=O)Nc1ccc(Br)cc12 (configuration not stated)	-7.8*
Cc1c(C(N)=O)sc2nc(C)n(/N=c3\scc(-c4ccccc4)n3Cc3ccccc3)c(=O)c12	-36*
COc1cc2cn3c4cccnc4nc(N)c3c2cc1OC	95
O=C(N/N=C/C[C@@H]1[C@@H](/C=C/[C@@H](O)CCc2ccccc2)[C@H](O)C[C@@H]1O)c1ccncc1	93
N#C/C(=C\c1c(-c2ccccc2)[nH]c2ccccc12)C(=O)N1CCCCC1	77
CCNCCCn1c2c(c3ccc(Cl)cc3c1=O)C(=O)c1cc(OC)cnc1-2	-43*
COC(=O)c1oc2c(C(=O)/C=C/c3ccc(OC)cc3)c(OCCN3CCOCC3)ccc2c1C	-24*
NS(=O)(=O)c1ccc(CCn2c(-c3ccc(F)cc3)nc(-c3ccccc3)c2-c2ccccc2)cc1	98

The last 2 entries of the section above are carried over, then new ones follow:
SMILES	HL-60(TB)
COC(=O)c1oc2c(C(=O)/C=C/c3ccc(OC)cc3)c(OCCN3CCOCC3)ccc2c1C	-24*
NS(=O)(=O)c1ccc(CCn2c(-c3ccc(F)cc3)nc(-c3ccccc3)c2-c2ccccc2)cc1	98
Cc1ccc(C2=NN(c3nc(-c4cc5ccccc5oc4=O)cs3)C(c3ccc(Cl)cc3)C2)cc1 (configuration not stated)	98
COc1cc(C2c3cnn(C(C)(C)C)c3N=C3NC(=O)N(c4ccc(Cl)cc4)C32)cc(OC)c1OC (configuration not stated)	93
COc1cnccc1-c1nc2ccc3[nH]ncc3c2c2c1CCCC2	35
OB(O)c1ccccc1C[n+]1ccc(-c2ccc3cc(-c4cc[n+](Cc5ccccc5B(O)O)cc4)ccc3c2)cc1	99[7 µM]
N#Cc1ccc(C(=O)CSc2nccc(Nc3ccc(S(=O)(=O)Nc4ccccn4)cc3)n2)cc1	99
CC(=O)c1ccc(N2CCNCC2)cc1	121
Cc1ccc(NC(c2ccc(OC(F)F)c(OCC3CC3)c2)c2nnnn2C2CCCCC2)cc1 (configuration not stated)	104
